Screening results as filed in PubChem.
KAT2A inh – blocks human GCN5L2 histone acetyltransferase. Q92830. GCN5L2 HAT assay, ThioGlo1 CoA-SH fluorescence. Potency, µM (doses to about 58.9 µM), without a hit: at the top dose activity change, negative = inhibition, hits mostly inhibitors. 390,000 tested, 0.21% active
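Enzyme at 20nM final was mixed with library compounds for 15 min at room temperature. Peptide H3(1-25) at 75uM, acetyl-CoA at 70uM and ThioGlo1 at 50uM were then added. Plates were read immediately and after 20 min (Ex340nm/Em540nm).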
FEN1 inhibitor – blocks human flap endonuclease 1 | Potency, µM (series often up to 114 µM), without a hit: at the highest dose activity change, negative = inhibition, usual class: inhibitors | Recombinant FEN1 flap cleavage, fluorescence, 15 min | AID 588795 | 390,000 tested, 0.35% active; note: nearly all actives have a fitted effect of over 65% in size
Target sequence (P39748 whole entry, looked up): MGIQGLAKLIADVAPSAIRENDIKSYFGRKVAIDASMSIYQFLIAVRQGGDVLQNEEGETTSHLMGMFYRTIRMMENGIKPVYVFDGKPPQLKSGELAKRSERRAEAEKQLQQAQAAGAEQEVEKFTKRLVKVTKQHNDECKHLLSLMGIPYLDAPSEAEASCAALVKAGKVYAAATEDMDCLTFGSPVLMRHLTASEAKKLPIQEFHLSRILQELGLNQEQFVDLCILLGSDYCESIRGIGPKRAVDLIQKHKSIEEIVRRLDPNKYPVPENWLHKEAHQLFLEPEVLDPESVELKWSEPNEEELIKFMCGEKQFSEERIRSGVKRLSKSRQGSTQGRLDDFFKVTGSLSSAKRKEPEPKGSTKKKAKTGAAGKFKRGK
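Quantitative HTS format: each compound was titrated, incubated with 10 nM nuclease for 15 min at room temperature, then challenged with flap substrate at 50 nM final. Signal change over 15 min gave concentration–effect curves.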
N370S GC – inhibitors or activators of N370S glucocerebrosidase for Gaucher disease; P04062; 330,000 tested, 0.092% active; N370S GC spleen homogenate, 4MU-glucoside fluorescence; Potency, µM (titrated, usually from 59.4 µM), inactives show top-dose activity change, negative = inhibition, usual class: inhibitors;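 note: 0% = full enzyme activity and -100% = no enzyme basal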
An asterisk follows results filed as active; ? = inconclusive; · = not tested or not shown; [ ] = another dose, or the depositor's remark. Calls come from the whole dose curve; as a rule, active = well fitted curve in the direction sought with a large enough effect; inconclusive = small, poorly fitted or top-dose-only effect, or another doubt; inactive = no such curve, though single readings can be large; an effect the other way counts as inactive or inconclusive. Unless noted, % is set by controls: 0 for no effect and ±100 for the full control effect; potency is the fitted concentration of half-maximal effect.

structure	KAT2A inh	FEN1 inhibitor	N370S GC
Cc1ccccc1-n1nc(-c2ccc(N)cc2)cc1N	-17%	3%	-6%
COc1ccc(-n2c(-c3ccc(Br)cc3)c[n+]3c2CCCCC3)cc1	1%	-4%	0%
CCCCN(C(=O)CSc1nnnn1C)C1CCS(=O)(=O)C1 (stereo not drawn)	1%	-6%	·
CC1=CCC(C(=O)N/N=C/c2cccs2)C(c2ccc(F)cc2)C1 (stereo not drawn)	?	1%	11%
CCCCNc1c(-c2ccc(OC)c(SC3CCCCC3)c2)nc2ccc(Cl)cn12	-17%	-7%	·
CN(CC(=O)O)c1ccc(S(=O)(=O)N2CCOCC2)cc1[N+](=O)[O-]	-3%	8%	3%
Clc1ccc(OCCCCN2CCCCC2)cc1	3%	-11%	-16%
Fc1ccc(-n2[nH]nnc2=S)cc1N1CCCC1	-13%	-4%	8%
OCC[C@@H]1C[C@H](O)[C@@H](O)[C@]2(Cc3ccccc3O2)O1	2%	20%	-7%
CCn1c(SCc2ccc(C(=O)Nc3cc(C)cc(C)c3)cc2)nnc1-c1ccncc1	-15%	-13%	2%
Cc1ccc(NC(=O)CN2CCCC2)cc1Br	0%	-11%	-7%
Cc1ccc(OCC(=O)N2CCN(S(=O)(=O)c3ccc(Cl)s3)CC2)cc1C	-1%	-29%	·
CSc1ccccc1OCc1cc(C(=O)N(Cc2nccn2C)C(C)C)no1	-2%	4%	-11%
Cc1ccc(/C=C/C(=O)O)cc1S(=O)(=O)N1CCc2ccccc2C1	-6%	-13%	-10%
C#CCOCCOCCOCCNc1nc(N2CCN(C(=O)[C@H](CCCN=C(N)N)n3cc(C(N)[C@@H](C)CC)nn3)CC2)nc(N2CCN(C(=O)[C@H](CCC(=O)O)n3cc([C@@H](N)[C@H](C)CC)nn3)CC2)n1 (stereo partly drawn)	2%	-3%	·
O=C(CCN1CCCC1)Nc1cccc(Br)c1	-16%	1%	2%
O=C(CSc1nnc(NC(=O)c2c(F)cccc2F)s1)NCc1ccc(F)cc1	3%	-1%	-29%
COc1ccc(-c2nnc(SCc3cc(C)ccc3C)n2N)cc1	1%	4%	-22%
Cc1nn(-c2nc3ccccc3[nH]2)c(=O)c2ccccc12	-4%	-9%	3%
COc1ccc(OC)c(N(CC(=O)NCCSCc2ccc(C)cc2)S(C)(=O)=O)c1	-5%	-3%	-7%
OCCNCc1cc(Br)ccc1OCc1ccc(Cl)cc1	-2%	-15%	-2%
CC1=NN(c2ccccc2)C(=O)C1C=Nc1ccccc1O (stereo not drawn)	0%	-5%	-8%
COC(=O)c1c(C)n(-c2ccccc2)c2ccc(O)cc12	-9%	-9%	-3%
O=C(NCCN1CCCCC1)/C(=C/c1ccco1)NC(=O)c1ccccc1	-10%	-1%	-3%
CCc1ccc(C(C(=O)NC(C)(C)CC)N(Cc2ccco2)C(=O)Cn2nnc3ccccc32)cc1 (stereo not drawn)	1%	8%	12%
COc1ccc(CNC(=O)CN2C(=O)C3CCCN3c3ncc(Cl)cc32)cc1 (stereo not drawn)	-5%	12%	-1%
O=C(NCc1cccs1)C1CC(c2ccc(F)cc2)=NO1 (stereo not drawn)	-3%	11%	-5%
CN(CC(=O)Nc1ccc(Cl)cc1)S(=O)(=O)c1ccc2c(c1)n(C)c(=O)c(=O)n2C	-21%	-6%	2%
CC12CC(NC(=O)N1c1cccc(C(=O)N3CCN(c4ccccc4F)CC3)c1)c1ccccc1O2 (stereo not drawn)	-3%	-1%	10%
CCS(=O)(=O)N1CC(=O)N(c2ccc(C)c(C)c2)C(C)(C(=O)NC2CCCCC2)C1 (stereo not drawn)	-2%	4%	·

Whole records, quoted from the list:
CCc1ccc(C(C(=O)NC(C)(C)CC)N(Cc2ccco2)C(=O)Cn2nnc3ccccc32)cc1 (stereo not drawn) across the screens: KAT2A inh = 1%; FEN1 inhibitor = 8%; N370S GC = 12%
CN(CC(=O)Nc1ccc(Cl)cc1)S(=O)(=O)c1ccc2c(c1)n(C)c(=O)c(=O)n2C across the screens: KAT2A inh = -21%; FEN1 inhibitor = -6%; N370S GC = 2%

The list continues:
structure	KAT2A inh	FEN1 inhibitor	N370S GC
COc1cc2cc(C(=O)N3CCC(Cc4ccccc4)CC3)[nH]c2cc1OC	-2%	-1%	-2%
CCN(CC(=O)Nc1c(F)cccc1F)C(=O)c1ccc(C#N)cc1	-21%	1%	-4%
COc1cc2[nH]c(=O)n(CCCC(=O)N3CC=C(c4ccccc4)CC3)c(=O)c2cc1OC	?	2%	-3%
CS(=O)(=O)c1ccccc1C(=O)Nc1cc(Cl)ccc1-n1cncn1	-4%	1%	-2%
COC(=O)c1cccc(N(CC(=O)NC2CCCC2)C(=O)CCC(=O)Nc2cc(C)on2)c1	-4%	1%	-5%
Cc1cc(C)c(NC(=O)CSc2nccn2C)c(C)c1	2%	2%	?
COc1ccccc1-n1cnnc1SCC(=O)NCc1cccs1	-1%	-1%	3%
CCOc1ccc(C(c2c(NC(=O)c3ccccc3)sc(C)c2C)N2CCN(CCO)CC2)cc1 (stereo not drawn)	-29%	-21%	10%
CCc1noc(C)c1C(=O)OCC(=O)N(CCOC)c1c(N)n(Cc2ccccc2)c(=O)[nH]c1=O	-1%	1%	-11%
O=C(CCn1c(=O)[nH]c2ccsc2c1=O)N1CCN(Cc2ccc3c(c2)OCO3)CC1	-7%	1%	-8%
COc1cccc(NC(=O)COC(=O)C2CCN(S(=O)(=O)c3cccs3)CC2)c1	-8%	-2%	8%
COc1ccc(/C=N/NC(=O)c2[nH]c3ccc(Br)cc3c2-c2ccccc2)cc1	6%	-10%	-1%
C/C(=N\OCC(=O)N/N=C/c1ccccc1O)c1cccs1	-2%	-7%	3%
COC(=O)c1ccccc1NC(=O)c1nc(S(=O)(=O)Cc2cccc(C)c2)ncc1Cl	-8%	3%	·
Cc1ccccc1NC(=O)C1C2CC/C=C\CCC21 (stereo not drawn)	-2%	-2%	-18%
COc1ccc(CN2CCCC(N3CCN(c4cccc(Cl)c4)CC3)C2)cc1OC (stereo not drawn)	-2%	23%	-7%
CCOc1ccccc1NC(=O)C(=O)CC(=O)c1cccc(OC)c1	-14%	?	-6%
CC(=O)N1CCOc2ccc(S(=O)(=O)N3CC(C)CC(C)C3)cc21 (stereo not drawn)	-6%	9%	2%
CC(NCCc1ccc(S(N)(=O)=O)cc1)C(=O)NCc1ccccc1 (stereo not drawn)	27%	-16%	?
Cc1nn(C)cc1C(=O)NNC(=S)Nc1ccccc1	-11%	9%	-22%
NC(=O)C1Cc2ccccc2CN1C(=O)c1cccc(Oc2ccccc2)c1 (stereo not drawn)	0%	-2%	-11%
Cc1cccc2nc(-c3cccnc3)c(Nc3ccccc3)n12	-6%	-5%	13%
Cc1nc(-c2ccc(F)cc2)sc1CCNC(=O)c1ccc(C(C)(C)C)cc1	-4%	-10%	·
O=C(NCCc1cnc[nH]1)c1ccc(-c2ccccc2)cc1	-2%	11%	-2%
Cc1cc2ncn(S(=O)(=O)N3CCCCC3)c2cc1C	-17%	-5%	?
Cc1cc(C)nc(SCc2nnc(SCC#N)n2-c2cccc(Cl)c2)n1	3%	-12%	-3%[2.35 µM]
O=C(c1nc2ccccn2c1CNCCCn1cccn1)N1CCCC1	-10%	16%	0%
COc1cc(CNc2ccc3c(c2)OCCO3)ccc1OCC(N)=O	10%	-13%	1%
COC(=O)c1ccccc1NC(=O)CCC(=O)N1CC(C)Oc2ccc(C)cc21 (stereo not drawn)	-22%	10%	-12%
COc1cccc(Cn2c(=O)c(C)nc3cnc(OCc4ccccc4)nc32)c1	-13%	·	?

Sorted by SMILES length (smallest number first): five of the compounds above.
structure	KAT2A inh	FEN1 inhibitor	N370S GC
Cc1cc(C)c(NC(=O)CSc2nccn2C)c(C)c1	2%	2%	?
CCN(CC(=O)Nc1c(F)cccc1F)C(=O)c1ccc(C#N)cc1	-21%	1%	-4%
COC(=O)c1ccccc1NC(=O)CCC(=O)N1CC(C)Oc2ccc(C)cc21 (stereo not drawn)	-22%	10%	-12%
COc1ccc(/C=N/NC(=O)c2[nH]c3ccc(Br)cc3c2-c2ccccc2)cc1	6%	-10%	-1%
COC(=O)c1ccccc1NC(=O)c1nc(S(=O)(=O)Cc2cccc(C)c2)ncc1Cl	-8%	3%	·

(listing goes on)
structure	KAT2A inh	FEN1 inhibitor	N370S GC
COCCNC(=O)C(NC(=O)C1CCCCC1)C(C)C (stereo not drawn)	-4%	-3%	3%
Cc1nn2c(=O)cc(COC(=O)c3ccccc3NC(=O)C(C)Oc3ccccc3)nc2s1 (stereo not drawn)	31%[activator]	14%	·
O=C(COC(=O)[C@H](Cc1ccccc1)NC(=O)c1cccs1)NC1CC1	2%	0%	5%
Cc1ccc(-n2c(SCC(=O)N/N=C/c3ccccc3C(=O)O)nnc2-c2ccccc2)cc1	-6%	-2%	3%
COc1ccc(N(C(C)C(=O)N/N=C/c2ccc(OC(C)C)cc2)S(C)(=O)=O)cc1 (stereo not drawn)	1%	-6%	2%
CCN(CC)CCNC(C(=O)Nc1cc(C(F)(F)F)ccc1Cl)c1ccccc1 (stereo not drawn)	38%[activator]	3%	-5%
CC(C)(C)OC(=O)N1CCC(C(=O)Nc2ccc3c(c2)CCC3)CC1	-1%	-1%	·
Cc1cc(C)c(/C=N/NC(=O)c2nnn(-c3nonc3N)c2COc2ccc(F)cc2)c(C)c1	-6%	-12%	-25%
Cc1ccc(CN2CCN(/N=C/c3cccs3)CC2)cc1	-5%	-9%	2%
Cc1cc(C)c2nc(N(CCN(C)C)C(=O)c3ccc4ccccc4c3)sc2c1	-7%	-15%	-16%
Cc1cccc(-c2cc3nc(C)cc(N4CC(C)CC(C)C4)n3n2)c1 (stereo not drawn)	-8%	-6%	6%
Cc1ccccc1/C=C/c1cccc[n+]1C	-12%	26%	-9%
O=C(Nc1ccc(NC(=O)C2CC2)nc1)c1ccccn1	0%	1%	-3%
Cc1ccc(/C=N\NC(=O)C2COc3cc4ccccc4cc3O2)o1 (stereo not drawn)	-11%	-11%	25%
COc1ccc(-c2sc3ccc(OC)cc3c2C#Cc2cncn2C)cc1	-6%	-15%	·
CCOc1ccc(NS(=O)(=O)c2ccc(C(=O)N3CCCCC3)cc2)cc1	-2%	-3%	-2%
Cc1cc(C(F)(F)F)nn1Cc1n[nH]c(=S)n1-c1ccc(F)cc1	3%	4%	-6%
CNc1ccnc(-c2ccccc2C(F)(F)F)n1	-13%	·	-28%
Cn1c(=O)c2c(nc(N3CCCC3)n2CC(O)CO)n(C)c1=O (stereo not drawn)	3%	-6%	5%
CC(=O)Nn1cnc2c(c1=O)C1(CCCC1)Cc1ccccc1-2	-4%	1%	18%
CCOC(=O)CC(=O)Nc1ccc(C)cc1	-7%	8%	21%
CCc1nc2sc3c(c2c(=O)n1N)CCC3	-13%	-9%	3%
O=C(COc1ccc(Br)cc1CO)Nc1ccc(F)cc1	1%	-2%	5%
O=C(COC(=O)/C=C/c1ccc(OC(F)F)cc1)NC1CCCCC1	-1%	-3%	-7%
CC1(C)SC2C(N3C(=O)C(c4ccccc4)NC3(C)C)C(=O)N2C1C(=O)O (stereo not drawn)	1%	·	9%
O=C1CC(c2ccco2)c2ccc3ccccc3c2N1 (stereo not drawn)	-5%	-11%	6%
CN(CC(=O)Nc1ccccc1Cl)C(=O)c1ccc(Cl)c(S(=O)(=O)N2CCCCCC2)c1	-3%	13%	·

4 entries from above, with values under each structure:
Each structure is followed by: KAT2A inh | FEN1 inhibitor | N370S GC
CC(C)(C)OC(=O)N1CCC(C(=O)Nc2ccc3c(c2)CCC3)CC1
→ -1% | -1% | ·
Cc1cc(C)c(/C=N/NC(=O)c2nnn(-c3nonc3N)c2COc2ccc(F)cc2)c(C)c1
→ -6% | -12% | -25%
Cc1ccc(CN2CCN(/N=C/c3cccs3)CC2)cc1
→ -5% | -9% | 2%
Cc1cc(C)c2nc(N(CCN(C)C)C(=O)c3ccc4ccccc4c3)sc2c1
→ -7% | -15% | -16%
